Sm TGR inh: S. mansoni TGR enzyme inhibition; 3% of 360,000 active; Potency, µM (top dose mostly 114 µM), without a hit: top-dose activity change, negative = inhibition, actives largely listed as inhibitors; AID 485364; purified TGR, DTNB reduction, TNB absorbance 405 nm; further: potency means the concentration at half of the fitted maximal effect; nearly all actives have a fitted effect of over 60% in size
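TGR 20 nM + NADPH 100 uM (dispensed conc.), cpd preinc 15 min RT; start with NADPH (500 uM addition) then DTNB (15 mM addition). Kinetic TNB absorbance, 405 nm filter. Four-parameter Hill fit across titration.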
AmpC inh no detg: AmpC beta-lactamase inhibition without detergent; P00811; AmpC nitrocefin hydrolysis, absorbance 480 nm, 0.0001% Triton; Potency, µM (series often up to 57.1 µM), inactives show at the highest dose activity change, negative = inhibition, actives largely listed as inhibitors; 0.52% of 330,000 active; AID 485341;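 further: potency means the concentration at half of the fitted maximal effect; plate controls were no compound for no effect and no enzyme for full effect; nearly all actives have a fitted effect of over 20% in size; some results filed as inactive show a strong effect at the top dose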
Target sequence (P00811 whole entry, looked up): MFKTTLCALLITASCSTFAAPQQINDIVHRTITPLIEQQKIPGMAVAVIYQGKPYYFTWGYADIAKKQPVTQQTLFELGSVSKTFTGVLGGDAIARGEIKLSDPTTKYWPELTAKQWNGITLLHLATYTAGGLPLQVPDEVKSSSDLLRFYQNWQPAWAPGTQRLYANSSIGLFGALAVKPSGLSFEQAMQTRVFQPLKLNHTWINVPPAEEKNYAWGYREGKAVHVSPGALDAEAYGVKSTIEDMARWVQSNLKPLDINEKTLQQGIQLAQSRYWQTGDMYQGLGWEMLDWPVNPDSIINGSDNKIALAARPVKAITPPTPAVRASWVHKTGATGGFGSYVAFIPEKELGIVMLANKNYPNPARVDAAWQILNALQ
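AmpC (5.3 nM in the dispensed reagent) in 20 mM phosphate pH 7.0 with 0.01% (detergent screen) or 0.0001% Triton X-100 was preincubated with compounds for 15 min at room temperature. Nitrocefin was then added from an 800 uM solution, and hydrolysis was followed at 480 nm.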
AmpC inh detg: inhibitors of E. coli AmpC beta-lactamase with detergent. P00811. AmpC hydrolysis of nitrocefin, absorbance 480 nm, 0.01% Triton. Potency, µM (doses to about 114 µM), inactives show at the highest dose activity change, negative = inhibition, hits mostly inhibitors. 0.041% of 370,000 active. AID 485294;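 further: potency means the concentration at half of the fitted maximal effect; 0% = no-compound wells and -100% = no-enzyme wells; nearly all actives have a fitted effect of over 25% in size; some results filed as inactive show a strong effect at the top dose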
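20 mM phosphate pH 7.0 + 0.01% (detergent screen) or 0.0001% Triton X-100; 5.3 nM AmpC reagent; cpd preinc 15 min RT; nitrocefin (800 uM stock) to start; A480 q20 s × 4 min; Activity was normalised to no-enzyme and no-compound control wells.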
HCV inh: blocks hepatitis C virus; Potency, µM (series often up to 41.8 µM), for inactives: top-dose activity change, negative = inhibition, most hits filed as inhibitors; 3.4% of 340,000 active; AID 651820; Huh7.5.1 HCVcc-Cre infection, luciferase reporter, 44 h; further: potency means the concentration at half of the fitted maximal effect
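After 44 h co-culture of compound, cells and HCVcc-Cre (~0.5 moi), substrate is added for 15 min at room temperature and luciferase measured over 15 sec. Cells were seeded at 1,000/well and pre-cultured 4 h.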
Giardia FBPA inh: inhibitors of Giardia lamblia fructose-1,6-bisphosphate aldolase; A8B2U2; purified Giardia FBPA; Potency, µM (highest dose often 59.6 µM), inactives show top-dose activity, negative = inhibition, hits mostly inhibitors; 0.71% of 290,000 active; further: potency means the concentration at half of the fitted maximal effect; nearly all actives have a fitted effect of over 55% in size
Target sequence (A8B2U2 whole entry, looked up): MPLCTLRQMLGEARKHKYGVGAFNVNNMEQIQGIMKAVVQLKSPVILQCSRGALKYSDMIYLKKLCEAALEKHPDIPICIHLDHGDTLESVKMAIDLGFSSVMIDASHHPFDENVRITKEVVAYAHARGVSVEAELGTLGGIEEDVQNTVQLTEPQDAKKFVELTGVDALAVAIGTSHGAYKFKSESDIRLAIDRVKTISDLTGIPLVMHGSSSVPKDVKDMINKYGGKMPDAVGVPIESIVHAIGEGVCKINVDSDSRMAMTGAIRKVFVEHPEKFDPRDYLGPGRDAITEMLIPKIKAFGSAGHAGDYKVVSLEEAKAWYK
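Giardia FBPA (40 nM reagent) was preincubated 10 min at RT with compound (up to 57.5 uM final), then substrate plus GAPDH/TPI/NAD/arsenate coupling system with diaphorase/resazurin was added; resorufin fluorescence (525/598 nm) was read after 20 min.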
HCMV inh: blocks human cytomegalovirus replication; activity change, negative = inhibition, % at 57.5 µM; 4.5% of 410,000 active; AID 1259415; HFF cells, HCMV-luciferase reporter, 72 h; hits give low values; in the data active means activity change below about -60%; inconclusive means no clear call, values can overlap the other calls; inactive means above about -39%
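Steps: HFFs plated, 16 h 37C; compounds added; HCMV-luciferase added to MOI 1 PFU/cell; 72 h 37C; OneGlo reagent, 5 min room temperature; luminescence read, normalized to controls.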
* hit, by the source's call; ? = inconclusive; nt = not tested or not shown; & = joins results of further samples; [ ] = dose if it differs, or a comment. Unless noted, the call rests on the fitted dose curve; in most records, active means well fitted curve in the direction sought with a large enough effect; inconclusive means small, poorly fitted or top-dose-only effect, or another doubt; inactive means no such curve, though single readings can be large; an effect the other way counts as inactive or inconclusive. Unless noted, on the % scale 0 is the no-effect control and ±100 the full control effect.

molecule | HCV inh | AmpC inh detg | HCMV inh | Giardia FBPA inh | Sm TGR inh | AmpC inh no detg
CCOC(=O)c1cc2c(=O)n3ccccc3nc2n(CCOC)c1=NC(=O)c1ccncc1 | 3.9%&-11.3% | -1.4% | 12.2 | -5.0% | -28.0% | -16.6%
CCn1c(C)nc2cc(S(=O)(=O)C(F)F)ccc21 | 2.7% | 7.2% | -2.0 | 0.6% | 1.3% | -4.2%
COC(=O)c1ccccc1OCCCN(C)C | 27.9% | -0.5% | ? | -19.6% | 4.2% | -14.8%
O=C(COC(=O)c1ccccc1F)Nc1cccnc1Cl | 4.3% | -4.4% | -21.0 | 3.6% | 15.1% | -21.1%
CCc1ccc(NC(=O)c2noc3c2CCc2ccccc2-3)cc1 | -3.9% | 5.0% | 83.0 | -0.4% | 4.6% | -28.2%
O=C(Cn1cnc2ccccc21)N/N=C/c1ccccc1[N+](=O)[O-] | -0.6% | ? | -2.4 | 0.2% | -10.8% | -18.9%
CCc1ccc(CN2CCC(n3nccc3NC(=O)c3ccccc3)CC2)o1 | -15.5% | 0.8% | -13.0 | nt | ? | 96.6%[activator]
O=C(CNC(=O)c1ccccc1F)NC1CCN(Cc2ccccc2)CC1 | 3.8% | ? | 14.7 | -4.3% | 0.8% | -14.9%
Cc1ccc(S(=O)(=O)N(C)C)cc1NS(=O)(=O)c1ccc(Cl)s1 | -1.0% | 0.0% | 2.5 | 6.0% | -3.8% | -11.7%
Cc1nn(CCOc2ccccc2)c(=O)n1-c1ccccc1F | 11.9% | -4.9% | 69.3 | -8.1% | -4.8% | -4.8%
O=C(CCCn1c(=O)oc2ccccc21)NC1CCCCCC1 | nt | -5.3% | nt | 1.5% | -0.1% | -12.5%
CC(OC(=O)c1cccs1)C(=O)NCc1cccs1 (stereo unspecified) | 2.1% | -13.7% | 6.9 | 2.4% | -17.1% | -12.7%
COc1ccc(NC(=O)Cn2c(=O)n(-c3ccc(C)c(C)c3)c(=O)c3c4c(sc32)CCCCC4)cc1Cl | nt | 20.4% | 8.9 | nt | 2.8% | nt
COc1ccc(C(=O)NC2=NCCS2)cc1 | 2.0% | 3.2% | 103.8 | -6.7% | 0.5% | -12.1%
C=CCNC(=O)CSc1cc([N+](=O)[O-])cc(S(=O)(=O)Cc2ccccc2)c1 | -4.1% | 1.1% | 14.3 | -0.6% | -30.9% | ?
CCN1CCCC1CNCC(O)COc1ccc(C(C)(C)C)cc1C (stereo unspecified) | ? | 4.0% | ? | ? | 0.9% | 35.3%
NS(=O)(=O)c1cccc(NC(=O)CSc2nnc(C3CC3)n2Cc2ccccc2)c1 | 7.7% | 2.6% | -26.6 | 5.0% | -7.6% | -20.6%
Cc1ccc(C)c(S(=O)(=O)N2CCN(C(=O)Cc3ccccc3)CC2)c1 | 1.2% | -0.5% | -39.1 | nt | 2.4% | 13.7%
Cc1nnc(N2C(=O)C(=O)/C(=C(/O)c3ccc4c(c3)OCCO4)C2c2ccc([N+](=O)[O-])cc2)s1 (stereo unspecified) | nt | 1.3% | 0.0 | nt | -24.7% | -45.0%
CC(=O)c1c(C)n(Cc2ccccc2)c2ccc(O)cc12 | ? | 1.1% | -37.5 | -27.0% | 20.5% | -32.2%
CCOc1cc2[nH]c(=S)n(CCC(=O)NCc3ccc(OC)cc3)c(=O)c2cc1OCC | 20.7% | -1.5% | 78.0 | 13.1% | 3.9% | 30.2%
COc1ccc(C(=O)NC(=S)Nc2cccc(Cl)c2N2CCOCC2)cc1[N+](=O)[O-] | -4.3% | 2.7% | 0.9 | nt | 6.6% | -16.3%
O=C(CSCc1ccccc1Cl)Nc1ccc2c(c1)OCCO2 | 7.5% | 1.1% | 41.5 | -2.5% | 12.7% | -8.8%
O=C(NCCC(=O)N1CCOCCOCCOCCOCC1)OCc1ccccc1 | 17.4% | -8.3% | 15.5 | -2.3% | 7.5% | 62.9%[activator]
CCSc1nc(-c2cccnc2)ccc1C#N | ? | -0.5% | -25.2 | 1.8% | 2.0% | -15.0%

Full records as entered above. Values in the order: HCV inh, AmpC inh detg, HCMV inh, Giardia FBPA inh, Sm TGR inh, AmpC inh no detg
Results for CCn1c(C)nc2cc(S(=O)(=O)C(F)F)ccc21 = 2.7%, 7.2%, -2.0, 0.6%, 1.3%, -4.2%
Results for O=C(Cn1cnc2ccccc21)N/N=C/c1ccccc1[N+](=O)[O-] = -0.6%, ?, -2.4, 0.2%, -10.8%, -18.9%

Next records follow.
molecule | HCV inh | AmpC inh detg | HCMV inh | Giardia FBPA inh | Sm TGR inh | AmpC inh no detg
Cc1c(S(=O)(=O)NCCc2ccccc2)c(=O)n(C)c(=O)n1C | 6.0% | 2.9% | -15.8 | 0.7% | -19.0% | -6.6%
CC(C)c1ccc(/C=C2\C(=O)N(CCN3CCOCC3)C(=S)N2C)cc1 | 10µM* | 7.7% | -66.4* | -12.0% | 3.8% | 9.8%
COCc1cc(SC2CCCCC2)nc(C)n1 | 4.9% | 4.3% | 31.0 | 5.5% | nt | -3.0%
Cc1ccc(CN2c3ccccc3S(=O)(=O)c3ccccc32)cc1 | nt | 17.7% | 15.6 | nt | -1.3% | nt
CCOC(=O)N1CC=C2C(C#N)=C(N)C(C#N)(C#N)[C@H](c3ccccc3OCC)[C@H]2C1 | 3.4% | ? | -2.2 | -2.9% | 13.3% | -11.4%
COCCCn1c(SCC(=O)Nc2ccc(C(C)=O)cc2)nc2ccccc2c1=O | -8.6% | ? | 46.8 | -14.6% | 3.1% | 41.8%
COc1ccc(C(=O)CCC(=O)NCc2cc(OC)cc(OC)c2)cc1 | -9.3% | -8.1% | -9.6 | 2.8% | -18.2% | 0.3%
CCOC(=O)c1sc2nc(C)nc(SC(C)C(=O)NC3CC3)c2c1C (stereo unspecified) | -1.7% | -5.5% | -23.5 | nt | 0.6% | -7.8%
O=C(CCN1C(=O)/C(=C/c2ccccc2)SC1=S)N[C@@H](CO)Cc1ccccc1 | ? | -6.4% | ? | nt | 7.1% | 44.3%
COCCCn1c(=O)c2sccc2n2c(CCCC(=O)NCc3ccc(OC)cc3)nnc12 | 11.2% | -2.2% | 3.3 | 8.0% | -4.1% | 28.8%
COc1ccc(C2=CCC3CCCCN3C2)cc1OC (stereo unspecified) | -0.9% | nt | 16.9 | nt | nt | -14.6%
Cc1nn(-c2ccc(F)cc2)c(-n2cccc2)c1C(=O)NCCCN1CCN(c2cccc(Cl)c2)CC1 | nt | -1.8% | -33.4 | nt | -1.9% | nt
C=CCOCC(O)Cn1c(N2CCCC2)nc2c1c(=O)n(C)c(=O)n2C (stereo unspecified) | -3.4% | -11.5% | -14.5 | -3.6% | 2.3% | 175.6%
COC(=O)c1cc(COC(=O)c2nc3nccc(C)n3n2)oc1C | 17.5% | -1.6% | -32.2 | 2.0% | -23.8% | -13.4%
CCCN1CCN(C(=S)Nc2ccc(S(N)(=O)=O)cc2)CC1 | 10.1% | 5.9% | -12.1 | -4.6% | 1.6% | -17.2%
COc1cc(OC)cc(C(=O)NC(=S)NNC(=O)c2cnccn2)c1 | ? | 0.1% | -88.8* | ? | 2.3% | -1.9%
Cc1sc2ncnc(SCC(=O)NC3CC3)c2c1C | nt | -1.4% | -22.2 | 4.9% | 4.3% | -15.2%
Cn1c(N)c(C(=O)Nc2ccc(-c3ccccc3)cc2)sc1=S | ? | -5.2% | -75.8* | ? | 10.5% | 7.0%
CCN(CCCNC(=O)CCc1nc(-c2ccc(OC)cc2)no1)c1cccc(C)c1 | ? | -8.7% | -22.6 | -10.7% | -3.4% | 67.2%[activator]
CSc1cccc(CN2CCCC(CNC(=O)c3ccco3)C2)c1 (stereo unspecified) | -23.6% | 8.9% | -28.3 | -3.2% | -18.3% | -13.2%
CCn1c(C)c(C)c2cc(C(=O)N3CCCC3)ccc21 | -15.7% | -2.4% | -12.4 | nt | -5.2% | 6.5%
Nc1ccc(-c2c3ccccc3nc3ccccc23)cc1 | -25.9% | -2.7% | -12.2 | 2.6% | 3.3% | -42.7%
O=C(NCCCn1ccnc1)c1nc(Cn2cc(Br)cn2)no1 | 19.0% | ? | -18.7 | nt | -9.1% | -13.7%
Cc1ccc(N2CC(C(=O)OCc3nc(N)nc(Nc4ccccc4C)n3)CC2=O)cc1 (stereo unspecified) | 7.6% | -0.1% | -20.4 | nt | 0.1% | 25.1%
Cc1ccc(S(=O)(=O)N2CCCOC2CNC(=O)C(=O)NC2CCCC2)cc1 (stereo unspecified) | 2.5% | 1.8% | 21.0 | nt | -2.7% | 18.0%
O=C1NCC(O)=C1C=Nc1ccccc1O | -25.8% | 6.0% | -28.7 | 5.0% | 13.2% | 2.3%
CCOC(=O)CSc1nc2sc3c(c2c(=O)n1-c1ccc(OCC)cc1)CCN(C)C3 | ? | -3.5% | -30.2 | -1.9% | -12.7% | 131.4%[activator]
CCCCN(CCCC)CCNC(=O)Cn1nc(CC)n2c(cc3sccc32)c1=O | nt | 23.6% | -8.6 | nt | 4.0% | nt
NC(=O)c1cc(S(=O)(=O)NCc2cccc(Br)c2)cs1 | ? | 1.8%&3.2% | 24.5&-3.6 | nt | 2.4%&0.2% | -19.0%
CCOc1ccc(N2CC(C(=O)Nc3ccccn3)CC2=O)cc1 (stereo unspecified) | -10.8% | 8.0% | -22.4 | 1.7% | -1.0% | -13.9%
COc1ccc(NC(=O)NCCc2cccc(Cl)c2)cc1OC | -0.7% | -12.1% | -32.0 | -0.7% | nt | -20.9%
Cc1c(NC(=O)C(C)OC(=O)C(NC(=O)c2ccco2)C(C)C)c(=O)n(-c2ccccc2)n1C (stereo unspecified) | 2.3%&2.3% | ? | 16.9 | -4.2% | -6.5% | 5.3%
COc1cc(/C(C)=N/N2CCN(Cc3ccc(C)cc3)CC2)ccc1O | 2.2% | ? | 4.7 | 4.7% | -14.3% | 116.4%[activator]
COc1ccccc1N1C(=O)C2C(C(=O)c3ccccc3)=NN(c3ccc(C)cc3)C2C1=O (stereo unspecified) | 16.2% | 7.2% | ? | -5.6% | 1.5% | -20.0%
CC(=O)c1cccc(NC(=O)C(C)OC(=O)CCn2c(C)csc2=O)c1 (stereo unspecified) | 4.6% | -1.5% | 0.0 | nt | -11.5% | -33.4%
CCNC(=S)NNC(=O)c1cccc(Br)c1 | 19.5% | -5.9% | -6.2 | 8.5% | -13.3% | -21.6%
CCc1sc(C(=O)NC)cc1Br | -23.7% | -6.9% | 17.5 | -1.1% | 0.0% | nt
CCc1ccccc1NC(=O)CN(C)C(=O)CSc1nnc(Nc2ccc(C)cc2)s1 | ? | ? | -14.4 | -4.6% | 4.4% | -1.4%
CC(C)CNc1nc(Oc2ccc(=O)[nH]n2)nc(N2CCOCC2)n1 | -0.4% | 2.5% | -12.8 | -1.9% | 32.1% | 10.1%
O=C(NCc1cccc(C(F)(F)F)c1)c1ccc2c(c1)OCCO2 | -11.9% | 1.2% | ? | -4.1% | -2.8% | -18.0%
CCN1C(=NCCc2c[nH]c3ccccc23)N[C@@H](c2ccccc2)[C@H](C(=O)OC)[C@H]1C | ? | ? | 67.3 | -13.0%&9.8% | 44.7µM* | -42.6%&1.2%
O=C(c1ccc(S(=O)(=O)Nc2cccc(C(F)(F)F)c2)cc1)N1CCOCC1 | 0.7% | -6.4% | 9.9 | nt | -1.6% | 8.1%
CCN(Cc1ccccc1)C(=O)c1ccc(NC(=O)c2ccc(OC)cc2)cc1 | 12.6µM* | -18.9% | ? | -4.6% | -27.5% | -12.3%
